HDAC3 inh = HDAC3 deacetylase inhibitors, primary screen, biochemical, fluorescence, cell-free homogeneous; Histone deacetylase 3 (Homo sapiens), O15379; recombinant HDAC3, fluorogenic peptide/trypsin coupled; inhibition, % at 8.3 µM; 320,000 tested, 0.15% active; in the data active means inhibition above about 26%, passing the limit was not always enough; inconclusive means no clear call, values can overlap the other calls
Target sequence (O15379 whole entry, looked up): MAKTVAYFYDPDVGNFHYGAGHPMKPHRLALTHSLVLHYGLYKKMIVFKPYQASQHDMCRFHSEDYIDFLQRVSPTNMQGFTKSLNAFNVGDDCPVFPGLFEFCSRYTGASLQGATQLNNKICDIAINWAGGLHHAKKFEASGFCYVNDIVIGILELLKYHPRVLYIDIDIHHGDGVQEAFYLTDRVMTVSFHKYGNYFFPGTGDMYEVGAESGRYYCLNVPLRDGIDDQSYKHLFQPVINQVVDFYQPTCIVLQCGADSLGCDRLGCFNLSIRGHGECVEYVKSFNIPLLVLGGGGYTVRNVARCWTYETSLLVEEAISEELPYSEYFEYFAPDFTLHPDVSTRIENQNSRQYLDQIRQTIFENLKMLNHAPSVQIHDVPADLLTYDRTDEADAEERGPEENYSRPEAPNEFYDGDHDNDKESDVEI
Dyrk1A ADPGlo = rat Dyrk1A kinase inhibitors, primary screen, biochemical, single point, plate reader; Dual specificity tyrosine-phosphorylation-regulated kinase 1A (Rattus norvegicus), Q63470; ADP-Glo luminescence, NFATc1 peptide; inhibition, % at 12.5 µM; 310,000 tested, 0.43% active; in the data active means inhibition above about 50%;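 further: plate controls were vehicle with enzyme for no effect and no enzyme for full effect; many of its hits are not listed in these tables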
GSK3 alpha inh = blockers of GSK3A enzyme activity – biochemical, luminescence, cell-free homogeneous, HTS, primary screen; 320,000 tested, 0.1% active; Glycogen synthase kinase-3 alpha (Homo sapiens), P49840; AID 2650, 2010; GSK-3 alpha kinase, ADP-Glo luminescence, 60 min; inhibition, % at 10 µM;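 in the data active means inhibition above about 50%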;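 further: GST-tagged GSK-3 alpha with peptide substrate and 25 µM ATP; 0% = DMSO neutral wells and 100% = GW8510 positive control wells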
Target sequence (P49840 whole entry, looked up): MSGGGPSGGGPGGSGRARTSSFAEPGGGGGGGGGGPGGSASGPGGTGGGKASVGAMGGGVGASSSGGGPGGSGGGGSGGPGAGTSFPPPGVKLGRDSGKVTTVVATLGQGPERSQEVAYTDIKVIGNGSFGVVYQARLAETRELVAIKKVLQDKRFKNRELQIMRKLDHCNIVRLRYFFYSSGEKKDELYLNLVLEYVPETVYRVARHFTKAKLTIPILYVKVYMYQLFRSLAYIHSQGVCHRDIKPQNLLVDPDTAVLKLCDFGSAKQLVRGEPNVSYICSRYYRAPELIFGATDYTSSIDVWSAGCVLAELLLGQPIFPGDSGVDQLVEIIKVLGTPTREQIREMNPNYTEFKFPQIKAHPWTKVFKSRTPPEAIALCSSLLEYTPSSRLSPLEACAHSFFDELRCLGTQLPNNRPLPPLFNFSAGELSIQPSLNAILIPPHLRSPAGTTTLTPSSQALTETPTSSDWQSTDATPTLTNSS
An asterisk follows results filed as active; ? = inconclusive.

SMILES	HDAC3 inh	Dyrk1A ADPGlo	GSK3 alpha inh
O=C(COC(=O)/C=C/c1ccc(OC(F)F)cc1)Nc1ccc2[nH]c(=O)[nH]c2c1	1	-1	-1
CC(C)(C)N(Cc1ccccc1)C(=O)COC(=O)c1ccc2ccccc2n1	-11	1	-1
CCC(C)(C)C1CCc2[nH]nc(C(=O)NCCCNC(=O)OC(C)(C)C)c2C1 (stereo unspecified)	5	2	-4
O=C(COC(=O)c1c[nH]c2ccccc12)NC1CCCC1	2	1	-3
COc1cccc(NS(=O)(=O)c2ccc3c(c2)CC(=O)N3)c1	6	9	7
Cc1cc(=O)oc2cc(NC(=O)COc3ccccc3[N+](=O)[O-])ccc12	-4	1	-3
O=C1NC[C@@H](c2ccccc2)OC(=O)[C@@H](Cc2ccc(F)cc2)CC/C=C/C[C@@H]1CC(=O)N(CCO)Cc1ccccc1	-2	-1	-3
O=C(COC(=O)C1=NN(c2ccccc2)C(=O)CC1)NCc1ccccc1Cl	3	5	0
O=C(c1ccc2c(=O)n(-c3ccccc3)c(=S)[nH]c2c1)N1CCN(c2ccccc2)CC1	8	-3	1
COc1ccccc1-c1nc(SCC(=O)N2CCC(C(N)=O)CC2)n[nH]1	?	0	0
CCN(Cc1cccs1)C(=O)CN1C(=O)NC2(CCCc3ccccc32)C1=O (stereo unspecified)	2	-1	-9
O=C(CSc1nncs1)Nc1ccc(N2CCCCC2)cc1	0	-1	-2
CCN(C(=O)CSc1nc(C)cc(=O)[nH]1)C1CCCCC1	-3	-2	0
C[C@]1(OC(=O)/C=C/c2ccccc2)C[C@@H](O)[C@]2(O)C=CO[C@@H](O[C@@H]3O[C@H](CO)[C@@H](O)[C@H](O)[C@H]3O)[C@@H]21	6	0	-2
CSc1ccc(CN(C)CC(=O)Nc2ccccc2C(=O)NC2CC2)cc1	3	0	1
COc1cc(C(=O)Nc2cc(OC)c(OC)c(OC)c2)ccc1OCc1c(C)noc1C	-16	-2	-3
COc1ccc(C(=O)OCC(=O)NC2CCCCCCC2)cc1OC	2	1	-2
Cc1nc(NC(=O)CSc2nnc(C3CC3)n2N)c(Cl)cc1Cl	-4	-3	-2
CCOC(=O)c1c(C)[nH]c(C(=O)OC(C)C(=O)NC2CCCCC2C)c1C (stereo unspecified)	6	2	2
COC(=O)C1=CO[C@@H](O[C@@H]2O[C@H](CO)[C@@H](O)[C@H](O)[C@H]2O)C2C1C=C[C@@]2(O)CO (stereo partly specified)	-4	1	-1
CC(=O)c1ccc(NC(=O)CN2C(=O)NC3(CCc4ccccc43)C2=O)cc1 (stereo unspecified)	-5	0	1
C[C@@H]1CC[C@]2(C(=O)O[C@@H]3O[C@H](CO)[C@@H](O)[C@H](O)[C@H]3O)CC[C@]3(C)C(=CCC4[C@@]5(C)C[C@@H](O)[C@H](O)[C@@](C)(C(=O)O[C@@H]6[C@H](O)C[C@@]7(C)C(CC[C@]8(C)C7CC=C7[C@H]9[C@](C(=O)O[C@@H]%10O[C@H](CO)[C@@H](O)[C@H](O)[C@H]%10O)(CC[C@@H](C)[C@@]9(C)O)CC[C@]78C)[C@@]6(CO)C(=O)O)C5CC[C@]43C)[C@@H]2[C@]1(C)O (stereo partly specified)	2	-2	-3
CC(C)Cn1c(=S)[nH]c2cc(C(=O)NCc3ccccc3F)ccc2c1=O	2	-3	-1
O=C(CCc1ccc(S(=O)(=O)N2CCOCC2)cc1)Nc1ccccc1F	-1	4	-4
Cc1ccc(-n2ncc3c(=O)[nH]c(SCC(=O)N4CC(=O)Nc5ccccc54)nc32)cc1	0	3	6
Cc1cccc(NC(=O)c2nc[nH]c2C(=O)N(C)Cc2ccccc2)c1	3	2	-1
Cc1ccc(C)c(-n2nnnc2SCC(=O)NCC2CCCO2)c1 (stereo unspecified)	-3	-6	1
CN(Cc1ccccc1)C(=O)c1ccc(NC(=O)Cc2cccc(NC(=O)C3CCN(C(=O)C4CCCCC4)CC3)c2)cc1	0	13	-4
O=C(NNC(=O)C1CC1)c1cc(=O)[nH]c2ccccc12	-1	-1	1
Sc1nnc(-c2ccc(Cl)cc2)n1Cc1ccccc1	3	-5	-1
CC(C)(C)c1ccc(NC(=O)COC(=O)C2CCCC2)cc1	3	2	19
COc1ccccc1CN(C)C(=O)c1cccc(S(=O)(=O)N2CCCC2)c1	-1	4	-1
COc1ccc(C(=O)OCC(=O)NCCc2ccc(F)cc2)cc1S(=O)(=O)N1CCOCC1	-4	7	-2
Cc1ccc(NC(=O)CN(C)C(=O)c2cccc(S(=O)(=O)NCc3ccco3)c2)cc1	5	-2	-3
O=S(=O)(c1cccc(Cl)c1)N1CCN(S(=O)(=O)c2ccc3c(c2)OCCO3)CC1	2	13	2
CC(=O)NC12CC3CC(C1)CC(C(=O)N1CCN(S(=O)(=O)c4ccccc4[N+](=O)[O-])CC1)(C3)C2	-3	-4	-5
COCCCn1cnnc1SC(C)C(=O)Nc1ccc(S(=O)(=O)N2CCOCC2)cc1 (stereo unspecified)	-2	-7	-2
O=C(CSc1ccccn1)Nc1ccc2[nH]c(=O)[nH]c2c1	3	1	-4
CCn1cnnc1SCC(=O)Nc1ccccc1C(=O)NC1CC1	-10	3	0
Cc1noc(NS(=O)(=O)c2ccc(NC(=O)c3ccccc3NS(=O)(=O)c3ccc(F)cc3)cc2)c1C	3	2	-11
COc1ccc2c(c1)[C@H]1[C@H](CO2)[C@H](c2ccccc2)[C@]2(C)C(=O)N(CC3CCCO3)CC(=O)N12 (stereo partly specified)	0	-3	-3
Cc1nnc(SCC(=O)N(CC(C)C)C2CCS(=O)(=O)C2)n1N (stereo unspecified)	0	-1	1
CCN1C(=O)C(=O)N(CC(=O)N(C)CC(=O)Nc2ccccc2C(F)(F)F)C1=O	1	-2	-3
C=CCn1c(COc2ccc(F)cc2)nnc1SC(C)C(=O)NCC1CCCO1 (stereo unspecified)	5	7	-2
CCOC(=O)[C@@H]1[C@H]2COc3ccc(Br)cc3[C@@H]2N2C(=O)N(c3ccc(OC)cc3)C(=O)[C@@]12C	3	8	-5
O=C(CCNS(=O)(=O)c1ccccc1)NCCSc1ccc(Br)cc1	-1	4	0
O=c1cc(-c2ccc(O)cc2)oc2c(C3O[C@H](CO)[C@@H](O)[C@H](O)[C@H]3O)c(O)cc(O)c12 (stereo partly specified)	4	5	9
O=C1N[C@H](Cc2ccccc2)COC(=O)[C@@H](Cc2ccc(F)cc2)CC/C=C/C[C@H]1CC(=O)N(CCO)Cc1ccccc1	29*	4	-2
CCN1C(=O)[C@@H]2[C@@H](c3ccc(-c4ccc(F)cc4)c(OC)c3)N3CCC[C@@]3(C(=O)OC)[C@@H]2C1=O	-3	11	0
O=C(OCC(=O)N1CCc2ccccc2C1)c1c(F)cccc1Cl	-1	-5	-1
COc1ccc(NS(=O)(=O)c2ccc(C)c(NC(=O)CN3C(=O)NC4(CCCC4)C3=O)c2)cc1	3	4	3
CC(=O)C[C@@H](O)CC(=O)[C@@H]1OC(=O)[C@H](C)C/C=C\Cc2ccccc21	-3	-2	-2
Cc1cccc(N2CCN(C(=O)c3ccc4nccnc4c3)CC2C)c1 (stereo unspecified)	7	3	-3
COc1ccccc1NCC(=O)NC(=O)NC1CCCCC1	-1	-5	1
CC(=NNC(=O)c1cccc(S(=O)(=O)N2CCOCC2)c1)c1ccc(Cl)cc1	-5	3	-2
CSc1nc2ccc(NC(=O)COc3ccccc3F)cc2s1	1	-1	-1
CCCCn1nc(C(=O)N(CC)CC(=O)Nc2c(F)cccc2F)c2ccccc2c1=O	1	-5	-3
O=C(Cn1cnc2c(OCc3ccccc3)ncnc21)NCc1ccccc1	0	1	-3
CC1CS(=O)(=O)CCN1N=Cc1ccc([N+](=O)[O-])o1 (stereo unspecified)	8	1	-1
CCOc1ccc(OCCSc2ccc(S(=O)(=O)N3CCN(C)CC3)cn2)cc1	11	0	-7

Next part:
SMILES	HDAC3 inh	Dyrk1A ADPGlo	GSK3 alpha inh
NCCNC(=O)Cc1ccc(NC(=O)Cc2ccc(Nc3ncnc4c3ncn4[C@@H]3O[C@H](CO)[C@@H](O)[C@H]3O)cc2)cc1	4	5	0
COc1ccccc1N1CCN(C(=O)c2ccc(Br)o2)CC1	1	0	5
CN(C(=O)COC(=O)c1ccc(Br)c(S(=O)(=O)N2CCOCC2)c1)C1CCCCC1	5	-3	0
O=C(OCC(=O)N1CCCCCC1)c1ccc[nH]c1=O	7	-1	-4
O=C(O)C1CCCCN1C(=O)c1ccc(S(=O)(=O)N2CCCCCC2)cc1 (stereo unspecified)	-3	-3	-2
C=CC[C@@H](CC(=O)OC(C)(C)C)C(=O)OC[C@@H]1CCCN1C(=O)[C@@H](CC=C)CC(=O)N(CCO)Cc1ccccc1	10	7	0
CC(NC(=O)c1ccc([N+](=O)[O-])o1)C1CC2CCC1C2 (stereo unspecified)	2	1	-3
CCNC(=O)c1ccc(NC(=O)CC2SC(N3CCCCC3)=NC2=O)cc1 (stereo unspecified)	-5	5	-3
O=C(c1ccc(F)c(S(=O)(=O)N2CCOCC2)c1)N1CCN(c2ccc(F)cc2)CC1	0	-1	12
CC(C(=O)Nc1ccc2[nH]c(=O)[nH]c2c1)N1CCN(Cc2ccc3c(c2)OCO3)CC1 (stereo unspecified)	-3	0	-4
NC(=O)C1CCN(c2nc(-c3cccc(N)c3)cs2)CC1	-2	11	3
O=C(Nc1cccc(S(=O)(=O)Nc2ccccc2F)c1)c1ccco1	5	-1	-3
CCN(CC)C(=O)c1[nH]cnc1C(=O)NCc1ccccc1	7	5	-1
CCC(CO)Oc1cc(NC(=O)c2cccc(OC)c2)c2ncn(C(C)C)c2c1 (stereo unspecified)	6	12	3
CCCn1c(N)c(C(=O)CSc2nncs2)c(=O)[nH]c1=O	17	3	6
Cc1ccc(S(=O)(=O)N2CCN(C(=O)COC(=O)CSc3cc(C)ccc3C)CC2)c(C)c1	15	11	2
CCCCN(C(=O)Cc1ccc2c(c1)OCCO2)c1c(N)n(CCC)c(=O)[nH]c1=O	3	-2	-1
O=C(NNC(=O)c1ccccc1Br)c1cnccn1	1	-4	0
CN(Cc1ccccc1)C(=O)c1[nH]cnc1C(=O)Nc1cccc(Cl)c1	-1	1	-1
COc1cccc(NC(=O)CN(C)CC(=O)NCc2ccco2)c1	1	2	0

13 compounds from above, arranged by number of heavy atoms, lowest first.
SMILES	HDAC3 inh	Dyrk1A ADPGlo	GSK3 alpha inh
CC(NC(=O)c1ccc([N+](=O)[O-])o1)C1CC2CCC1C2 (stereo unspecified)	2	1	-3
NC(=O)C1CCN(c2nc(-c3cccc(N)c3)cs2)CC1	-2	11	3
CCN(CC)C(=O)c1[nH]cnc1C(=O)NCc1ccccc1	7	5	-1
COc1cccc(NC(=O)CN(C)CC(=O)NCc2ccco2)c1	1	2	0
O=C(Nc1cccc(S(=O)(=O)Nc2ccccc2F)c1)c1ccco1	5	-1	-3
CN(Cc1ccccc1)C(=O)c1[nH]cnc1C(=O)Nc1cccc(Cl)c1	-1	1	-1
CCNC(=O)c1ccc(NC(=O)CC2SC(N3CCCCC3)=NC2=O)cc1 (stereo unspecified)	-5	5	-3
CCC(CO)Oc1cc(NC(=O)c2cccc(OC)c2)c2ncn(C(C)C)c2c1 (stereo unspecified)	6	12	3
CCCCN(C(=O)Cc1ccc2c(c1)OCCO2)c1c(N)n(CCC)c(=O)[nH]c1=O	3	-2	-1
O=C(c1ccc(F)c(S(=O)(=O)N2CCOCC2)c1)N1CCN(c2ccc(F)cc2)CC1	0	-1	12
Cc1ccc(S(=O)(=O)N2CCN(C(=O)COC(=O)CSc3cc(C)ccc3C)CC2)c(C)c1	15	11	2
C=CC[C@@H](CC(=O)OC(C)(C)C)C(=O)OC[C@@H]1CCCN1C(=O)[C@@H](CC=C)CC(=O)N(CCO)Cc1ccccc1	10	7	0
NCCNC(=O)Cc1ccc(NC(=O)Cc2ccc(Nc3ncnc4c3ncn4[C@@H]3O[C@H](CO)[C@@H](O)[C@H]3O)cc2)cc1	4	5	0

The list goes on.
SMILES	HDAC3 inh	Dyrk1A ADPGlo	GSK3 alpha inh
COc1ccc(C)cc1NC(=O)C1CCCCN1S(=O)(=O)c1ccccc1 (stereo unspecified)	1	-2	0
NCc1ccccc1CS(=O)(=O)N1CCOCC1	1	0	-1
Cc1noc(C)c1NC(=O)Nc1cccc2c1O[C@H](CN(C)S(=O)(=O)c1c(C)noc1C)[C@@H](C)CN([C@H](C)CO)C2=O	-2	-7	1
NC(=O)c1ccc(-c2noc(-c3cccc(Cl)c3)n2)cc1	10	2	-1
O=C1C=C(c2ccc(C(=O)O)c(Cl)c2)C[C@@H](c2ccc3c(c2)OCO3)C1	-7	1	0
CC1(C)CC[C@]2(C(=O)O)CC[C@]3(C)C(=CC[C@@H]4[C@@]5(C)CC[C@H](O)C(C)(C)[C@@H]5CC[C@]43C)[C@@H]2C1	-7	0	-3
O=C(COc1cccnc1[N+](=O)[O-])Nc1cccc2ccccc12	-5	33	0
OCC1=C[C@@H](O)C2C=CO[C@@H](O[C@@H]3O[C@H](CO)[C@@H](O)[C@H](O)[C@H]3O)C12 (stereo partly specified)	-9	-4	-1
Cc1ccc(NC(=O)COC(=O)CN2CCCCCC2=O)cc1C	0	2	0
Cc1c(C(=O)N2CCC2)oc2c(F)cccc12	3	2	-6
CC(C)[C@H](NS(=O)(=O)c1ccccc1F)C(=O)NC1CCCCC1	0	-4	4
COc1cc(C(=O)NCC2CCCO2)ccc1OCc1ccc(Cl)cc1 (stereo unspecified)	3	-1	-3
Cc1nnc(SCC(=O)N(CCC#N)c2ccc3c(c2)OCCO3)s1	-1	-5	-1

An excerpt; count on the stated rates, not on these rows.
